# TcdB GH inh: TcdB glycohydrolase inhibition. TcdB glycohydrolase enzymatic assay, plate reader. inhibition, % at 9.99 µM. 350,000 compounds, 0.24% hits. AID 652162; in the data active = inhibition above about 10%
# SSB-PriA inh: blocks PriA binding to SSB C-terminal tail; AlphaScreen SSBct-PriA binding, biotinylated peptide; inhibition, % at 33 µM; 430,000 compounds, 0.6% hits; AID 1272365; in the data active = inhibition mostly above about 37%, no sharp cut-off; inactive = mostly below about 20%;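 also: plate controls were negative control peptide for no effect and reference peptide for full effect; strong numbers were not always called active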
# Anthrax LF prot: inhibitors of Bacillus anthracis lethal factor protease; P15917; inhibition, % at 10 µM; multiplex microsphere protease cleavage assay, LF; AID 588501; 360,000 compounds, 0.12% hits; in the data active = inhibition above about 30%; inconclusive = no clear call, values can overlap the other calls; also: plate controls were buffer without enzyme for full effect and enzyme alone for no effect
# DUSP3 inh: inhibitors of human VHR1 phosphatase (DUSP3). P51452. recombinant VHR phosphatase, pNPP absorbance. inhibition, % at 13.3 µM. 290,000 compounds, 0.52% hits. AID 1654; in the data active = inhibition above about 50%; also: some compounds called inactive have numbers as strong as hits
# Target sequence (P51452 whole entry, looked up): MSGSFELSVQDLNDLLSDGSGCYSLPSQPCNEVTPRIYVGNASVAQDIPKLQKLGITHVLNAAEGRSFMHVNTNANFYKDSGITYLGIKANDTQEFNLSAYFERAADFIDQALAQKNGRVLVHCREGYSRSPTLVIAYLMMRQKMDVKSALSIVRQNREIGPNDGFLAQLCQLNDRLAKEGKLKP
# Vc quorum ag: induces V. cholerae light production without autoinducers. V. cholerae BH1578 lux reporter, luminescence, 6 h. activation, % at 18.7 µM. 350,000 compounds, 0.16% hits. AID 588436; in the data active = activation mostly above about 9.7%, no sharp cut-off; inconclusive = no clear call, values can overlap the other calls; inactive = mostly below about 3.7%; also: not every result past the cut was called active; inactives centre near 0; reference of the scale not given here
# PfHsp40 yeast: compounds rescuing yeast from Plasmodium falciparum HSP40 toxicity. 340,000 compounds, 0.68% hits. S. cerevisiae expressing PfHsp40, growth rescue, ATP luminescence. growth rescue, % at 12.5 µM; in the data active = growth rescue above about 28%, passing the limit was not always enough; inconclusive = no clear call, values can overlap the other calls;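 also: yeast W303a lacking pdr1 and pdr3 grown in galactose medium; growth measured after three days at 30 °C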
# Yp Topo-I inh: Y. pestis Topo-I inhibition via cleavage products. 360,000 compounds, 0.064% hits. Y. pestis Topo-I cleavage product accumulation, plate reader. activity, % at 10 µM. AID 504884; in the data active = activity above about 50%, passing the limit was not always enough; inconclusive = no clear call, values can overlap the other calls; also: inactives centre near 2
# MazF activator: activators of E. coli MazEF toxin-antitoxin RNase | activation, % at 20 µM | P0AE70 | AID 504720 | 350,000 compounds, 0.32% hits | FAM/BHQ RNA-DNA oligo cleavage fluorescence, 5 h; in the data active = activation above about 50%
# Target sequence (P0AE70 whole entry, looked up): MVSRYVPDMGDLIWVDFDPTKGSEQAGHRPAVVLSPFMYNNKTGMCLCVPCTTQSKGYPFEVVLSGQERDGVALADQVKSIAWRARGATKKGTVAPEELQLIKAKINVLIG
# Rv3671c inh: inhibitors of M. tuberculosis serine protease Rv3671c; inhibition, % at 5.96 µM; P9WHR9; 320,000 compounds, 0.048% hits; in the data active = inhibition above about 38%;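 also: extracellular domain of Rv3671c used as enzyme; 0% = enzyme with DMSO and 100% = no enzyme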
# Target sequence (P9WHR9 whole entry, looked up, the tested form may be a part): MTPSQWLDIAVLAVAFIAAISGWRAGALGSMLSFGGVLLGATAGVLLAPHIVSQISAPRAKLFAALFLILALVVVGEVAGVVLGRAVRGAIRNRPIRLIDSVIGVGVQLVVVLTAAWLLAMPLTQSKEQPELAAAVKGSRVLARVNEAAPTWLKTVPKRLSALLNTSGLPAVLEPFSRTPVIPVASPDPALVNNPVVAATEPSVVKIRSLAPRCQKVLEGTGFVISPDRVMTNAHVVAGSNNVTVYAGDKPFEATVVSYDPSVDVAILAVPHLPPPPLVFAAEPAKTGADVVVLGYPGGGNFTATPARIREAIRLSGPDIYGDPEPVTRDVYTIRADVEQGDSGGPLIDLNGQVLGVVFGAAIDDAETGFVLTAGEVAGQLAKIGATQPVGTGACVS
# SARS 3CLpro inh: SARS-CoV 3CLpro protease inhibition; P0C6X7; recombinant SARS-CoV 3CLpro, quenched FRET peptide cleavage; inhibition, % at 6 µM; 290,000 compounds, 0.14% hits; AID 1706; in the data active = inhibition above about 12%
# An asterisk follows results filed as active; i = inactive; ? = inconclusive; . = no result given; & = joins results of further samples. These rows are one share of the data (hit frequency here may not be typical).
# The first two entries as a preview:
SMILES,TcdB GH inh,SSB-PriA inh,Anthrax LF prot,DUSP3 inh,Vc quorum ag,PfHsp40 yeast,Yp Topo-I inh,MazF activator,Rv3671c inh,SARS 3CLpro inh
CCOc1cccc(CN2CCC(n3nccc3NC(=O)CCCc3ccccc3)CC2)c1,3.3,2,4,-4,-0.6,0.0,23,-7,-3,5
C=Cc1ccc(C(=O)NC2CCCN(Cc3ccccc3F)C2)cc1 (stereo not given),1.6,-6,2,-64,-0.3,1.0,5,-4,1,2

# The list itself (from the top)
SMILES,TcdB GH inh,SSB-PriA inh,Anthrax LF prot,DUSP3 inh,Vc quorum ag,PfHsp40 yeast,Yp Topo-I inh,MazF activator,Rv3671c inh,SARS 3CLpro inh
CCOc1cccc(CN2CCC(n3nccc3NC(=O)CCCc3ccccc3)CC2)c1,3.3,2,4,-4,-0.6,0.0,23,-7,-3,5
C=Cc1ccc(C(=O)NC2CCCN(Cc3ccccc3F)C2)cc1 (stereo not given),1.6,-6,2,-64,-0.3,1.0,5,-4,1,2
COc1ccc(-c2cc(C(=O)c3c(N)n(C)c(=O)n(C)c3=O)c3ccccc3n2)cc1OC,1.3,1,-2,27,-0.3,-1.4,6,7,1,3
Cc1ccc(NC(=O)c2cccs2)cc1S(=O)(=O)Nc1cccc(Cl)c1,-9.0,7,-1,18,-0.2,0.8,1,-6,-245,6
COc1ccc(NC(=O)NNC(=O)COc2ccc3cc(Br)ccc3c2)cc1OC,0.4,-14,-1,-23,0.8,-0.6,0,-29,-36,-3
O=C(Nc1nnc(SCC(=O)N2CCCc3ccccc32)s1)c1ccc2ccccc2c1,.,-4,-3,38,i,1.4,20,1,-56,1
COc1ccc(C(=O)NCCN(C)C)c2nc3ccccc3cc12,3.5,6,-2,.,5.6,-2.8,-19,11,.,.
CCc1ccc(-c2cc(C)no2)cc1S(=O)(=O)N1CCN(c2ccc(C(C)=O)cc2)CC1,2.9,-13,0,-16,-0.6,2.1,36,-3,-23,0
Cc1cc(C)c(CN2CCCC(CNC(=O)c3ccc(F)cc3)C2)c(-n2cccn2)c1 (stereo not given),-0.4,-2,-5,18,i,0.4,13,9,-3,-3
CC(C)C1C(=O)N(Cc2cn(CC3CCCCC3)nn2)CCS(=O)(=O)N1Cc1ccc(-c2ccncc2)cc1 (stereo not given),0.6,.,-4,.,-1.1,.,24,3,.,.
Cc1ccc(C(=O)N2CCN(c3cccc(C)c3C)CC2)cc1S(=O)(=O)N1CCOCC1,1.8,-2,5,.,i,-0.1,22,-8,-9,.
CC1(C(=O)NS(=O)(=O)C2CC2)CCCN(C(=O)c2ccc3ccccc3c2)C1 (stereo not given),0.8,.,-6,.,-0.4,.,2,.,.,.
O=C(O)CSc1nnc(-c2ccncc2)n1CCc1ccccc1,0.5,-14,0,14,i,-0.3,1,5,2,-3
CCN(CC)C(=O)CSc1nc2[nH]ncc2c(=O)[nH]1,0.9,-6,-1,19,-2.9,-0.6,-4,2,-6,-1
c1ccc2c(c1)oc1c(NCC3CCCO3)ncnc12 (stereo not given),.,-4,0,41,i,-0.4,0,2,-8,-5

# Fetched by compound from above (2):
SMILES,TcdB GH inh,SSB-PriA inh,Anthrax LF prot,DUSP3 inh,Vc quorum ag,PfHsp40 yeast,Yp Topo-I inh,MazF activator,Rv3671c inh,SARS 3CLpro inh
CCc1ccc(-c2cc(C)no2)cc1S(=O)(=O)N1CCN(c2ccc(C(C)=O)cc2)CC1,2.9,-13,0,-16,-0.6,2.1,36,-3,-23,0
Cc1ccc(C(=O)N2CCN(c3cccc(C)c3C)CC2)cc1S(=O)(=O)N1CCOCC1,1.8,-2,5,.,i,-0.1,22,-8,-9,.

# Remaining list, next part
SMILES,TcdB GH inh,SSB-PriA inh,Anthrax LF prot,DUSP3 inh,Vc quorum ag,PfHsp40 yeast,Yp Topo-I inh,MazF activator,Rv3671c inh,SARS 3CLpro inh
Cc1nnc(SCC(=O)Nc2ccc3[nH]c(=O)[nH]c3c2)s1,-0.1,-10,.,.,-0.6,-0.3,2,-1,10,.
Cc1ccc(CN2C(=O)[C@@H]3Cc4c([nH]c5ccccc45)C(C)(C)N3C2=O)cc1,2.1,-2,2,.,i,21,-3,6,-5,.
COc1ccc(/C=N\n2nnc3ccccc32)cc1,.,.,0,-6,-0.3,-2.0,1,-3,-7,-7
COc1ccccc1C(=O)NCCC(=O)NC1CCCCCC1,0.1,-6,.,.,i,-1.4,5,-3,3,.
O=c1nc(N/N=C/c2ccccn2)cn[nH]1,-3.9,.,0,2,-0.2,617*,-2,-5,-4,2
CC1C/C(=N\NC(=O)c2ccc(NS(=O)(=O)c3ccc(Br)cc3)cc2)CC(C)(C)C1 (stereo not given),1.0,.,-5,-2,i,0.6,2,3,-80,-3
Cc1ccc(SCc2cc(=O)[nH]c(Nc3nc(C)c4cccc(C)c4n3)n2)cc1,.,3,-2,20,-0.4,-1.0,1,-158,-10,-7
CC(C)=CC(=O)OCC(=O)Nc1ccc(SC(F)F)cc1,.,-2,-9,-5,-0.3,1.9,0,-9,2,-2
Cc1cccc(CS(=O)(=O)Cc2ccc(C(=O)NCc3ccco3)o2)c1,-0.9,-7,1,-3,-0.6,1.0,-6,-4,-1,-3
O=C(CCN1CCCCC1)Nc1ccc(Br)cc1C(=O)c1ccccc1,0.6,-3&9,-15,.,-0.2,-1.1,2,-2,-4,1
CN(C)c1cc(NC(=O)CNC(C)(C)C)c2ccccc2n1,0.8,-4,0,4,i,1.3,1,6,9,3
COc1ccc(C(=O)O/N=C(/C(N)=O)P(=O)(OC(C)C)OC(C)C)cc1,-1.5,.,.,8,-0.5,.,-9,-1,0,0
O=C1Nc2ccccc2C1(O)c1ccccc1O (stereo not given),-2.4,-11,6,26,-0.8,-0.4,-4,6,-2,-1
CCOc1cc(/C=C2\C(=O)ON=C2C)ccc1OCc1ccccc1,.,-15,-2,-15,-0.3,-0.8,-3,-104,-1,5
c1ccc(CCn2cnc3ccccc32)cc1,-0.9,-2,-4,20,-0.4,0.6,-3,-3,5,2
Cc1cc(C)c2c3c(oc2n1)C(=O)N(c1cccc(Cl)c1)CC(=O)N3,-0.2,-16,-4,18,-0.4,0.7,5,2,9,1
OCC1(Cc2ccccc2F)CCCN(CCc2ccccc2)C1 (stereo not given),-2.2,-5,10,11,-0.3,1.2,14,-4,-8,0
COc1cccc(/C=N\NC(=O)Cn2nnc3ccccc32)c1O,-43,.,1,20,i,-2.8,5,5,-8,6
CCc1ccc(S(=O)(=O)Nc2ccc(Br)cn2)cc1,0.4,0,8,20,-1.7,4.1,-4,-6,0,0
O=C(NNS(=O)(=O)c1ccccc1[N+](=O)[O-])c1ccccc1Cl,-8.5,-5,1,21,-0.4,-0.1,-1,-10,4,1
Cc1[nH]c(=O)[nH]c(=O)c1NC(=O)CSc1ncccc1-c1nc2ccccc2[nH]1,0.7,5,5,3,0.2,0.1,6,25,5,-5
Cc1ccc(/C=C(\NC(=O)c2ccccc2)C(=O)NCC2CCCO2)o1 (stereo not given),-1.2,-6,-2,3,0.0,1.0,-2,-14,-7,0
O=c1cc(CSc2nnc3ccccn23)c2c(ccc3ccccc32)o1,.,-2,4,8,-0.6,?,7,11,-3,3
O=C1OC(c2ccc3c(c2)OCO3)N(C(=O)c2ccc(Cl)c(Cl)c2)c2ccccc21 (stereo not given),.,1,2,3,0.6,0.3,-2,-2,-15,8
CC(=O)N(C)c1ccc(OCC(O)CN(c2ccccc2C)S(=O)(=O)c2ccc(C)cc2)cc1 (stereo not given),0.6,3,-3,14,-0.3,0.0,11,-4,0,-1
Cc1cc(C(=O)CS(=O)(=O)c2ccc(F)cc2)cc(C)c1OC(=O)N(C)C,1.1,-12,-2,-23,-0.5,-1.9,11,3,-15,1
Cc1cc(C)n(-c2nc3c(c(=O)n(C)c(=O)n3C)n2Cc2cccc(Br)c2)n1,1.8,-6,-2,.,i,-1.1,3,-2,.,.
Cc1ccc(Cl)cc1N1CCN(C(=O)C2CCN(c3nnc(-n4cccc4)s3)CC2)CC1,1.1,-3,-15,11,-0.4,-1.2,32,-8,0,-1
COc1ccccc1NS(=O)(=O)c1ccc(C)c(C(=O)NCC(c2ccco2)N2CCCCC2)c1 (stereo not given),0.2,3,-2,13,-2.9,0.9,1,1,-11,-1
Cc1ccc(-c2nc(N)n(C(=O)c3cccs3)n2)cc1,.,3,-3,37,i,0.6,7,-3,15,4
Cc1ccccc1N1CCN(C(=O)c2cccnc2)CC1,0.7,-7,8,.,0.8,-0.2,-8,-6,.,.
O=C(Cn1c(-c2ccccc2)c[n+]2ccsc12)c1ccccc1,1.3,-1,-2,17,-0.4,-1.2,-3,7,-3,0
N#Cc1cccnc1N1CCN(C(=O)c2ccc3c(c2)S(=O)(=O)c2ccccc2C3=O)CC1,0.5,0,-3,.,-0.9,1.4,19,-17,-3,.
Cc1nn(C)c(C)c1/C=C(/C(=O)C(C)C)n1cncn1,-0.4,-1,-7,13,-0.6,-1.1,-2,4,-6,-1
CCc1nnc(NS(=O)(=O)c2ccc(NC(=S)NC(=O)c3ccccc3)cc2)s1,.,-9,-2,-4,i,0.4,14,1,1,11
O=C1C(=O)N(Cc2cccnc2)C(c2cccc(F)c2)/C1=C(/O)c1ccc2c(c1)OCO2 (stereo not given),-0.2,.,-3,-20,i,-1.7,4,1,-1,-1
CCCn1c(SCC(=O)NCc2ccccc2)n[nH]c1=O,1.3,0,4,17,1.4,0.1,2,0,9,-2
COc1cccc(C(=O)C2CCCN(Cc3cnn(C(C)C)c3)C2)c1 (stereo not given),-0.4,12,-2,-4,-0.3,0.2,2,-1,2,0
Cc1ccc(-c2noc(CCC(=O)N3CCN(c4cccc(C(F)(F)F)c4)CC3)n2)cc1,.,-14,-1,2,0.0,-0.6,8,-6,-9,-3
CCOC(=O)c1ccc(NC(=O)c2nc[nH]c2C(=O)N[C@@H](Cc2ccccc2)C(=O)OC(C)(C)C)cc1,-1.0,14,6,3,i,1.8,41,-14,-5,.
O=S(=O)(CCNCCc1ccccc1)NC1CCCCC1,0.3,-3,0,.,-0.6,-0.4,-5,7,.,.
CC(=O)Nc1ccc(NC(=O)c2cccc(S(=O)(=O)N(C)C3CCCCC3)c2)cc1,-9.7,-14,5,.,-0.3,-0.1,8,1,-4,.
CCS(=O)(=O)c1ccc2oc(Nc3ccccc3Cl)nc2c1,0.3,-8,-4,24,-0.1,-0.9,1,2,2,4
C/C(CC(=O)Nc1ccc(N(C)C)cc1)=N\NC(=O)Cc1csc(N)n1,.,.,-1,13,-0.7,-1.0,-4,10,4,-2
CCN(CC)c1ccc(NC(=O)CN2C(=O)CSc3ncccc32)c(C)c1,0.1,-8,-7,29,-0.2,-0.6,-2,14,2,0
COc1ccc(NS(=O)(=O)c2ccc(Cl)c(NC(=O)c3cccnc3Cl)c2)cc1,-3.5,-14,-7,17,-0.6,12,-1,9,-1,6
Cc1nn(-c2ccccn2)c(C)c1Oc1ccccc1O,.,-3,1,7,-5.0,0.3,3,0,7,-3
COc1ccc(NS(=O)(=O)c2ccc(N3CCOCC3)c(N)c2)cc1,0.5,1,-5,.,-0.6,-0.4,-1,2,-7,.
COc1ccc(S(=O)(=O)N2CC(O)CC2C(=O)OCc2nc3sc(C)c(C)c3c(=O)[nH]2)cc1 (stereo not given),.,11,3,-7,-0.2,-0.7,12,-8,7,2
Cc1ccccc1C(=O)N1CCC(n2nccc2NC(=O)C2CC2)CC1,.,-7,-1,-8,0.6,0.0,3,6,1,1
O=C(NC1CCCC1)C(c1cccnc1)N(C(=O)c1csnn1)C1CC1 (stereo not given),.,3,-1,-1,-0.3,0.4,-3,4,4,4
CSc1ccc(CCNC(=O)Cn2ncc3c([nH]c4ccccc43)c2=O)cc1,1.6,-14,0,-12,-2.4,-0.5,8,-33,-22,0
c1ccc(-c2nccc(-c3ccc(-n4cnc5ccccc54)cc3)n2)cc1,.,-3,2,44,6.2,-0.7,-1,-18,-13,-1
Clc1ccc(COn2c(-c3ccc(Cl)cc3Cl)nc3ncccc32)cc1,.,7,2,26,-1.3,?,41,-2,-6,-3

# Source: PubChem (several laboratories)
